Bioassay records (PubChem BioAssay)
TEAD-YAP inh = TEAD-YAP interaction inhibition; HEK-TIYL cells, TEAD-Gal4/YAP UAS-luciferase luminescence; inhibition, % at 9.12 µM; 640,000 compounds, 1.4% hits; in the data active means inhibition above about 32%;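 further: 0% = median of test compound wells and 100% = reference inhibitor wells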
MITF inh = blocks human microphthalmia-associated transcription factor | O75030 | AlphaScreen MITF homodimerization, bead proximity signal | inhibition, % at 2.6 µM | 650,000 compounds, 0.91% hits; in the data active means inhibition above about 50%;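 further: 0% = vehicle wells with protein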
Target sequence (O75030 whole entry, looked up): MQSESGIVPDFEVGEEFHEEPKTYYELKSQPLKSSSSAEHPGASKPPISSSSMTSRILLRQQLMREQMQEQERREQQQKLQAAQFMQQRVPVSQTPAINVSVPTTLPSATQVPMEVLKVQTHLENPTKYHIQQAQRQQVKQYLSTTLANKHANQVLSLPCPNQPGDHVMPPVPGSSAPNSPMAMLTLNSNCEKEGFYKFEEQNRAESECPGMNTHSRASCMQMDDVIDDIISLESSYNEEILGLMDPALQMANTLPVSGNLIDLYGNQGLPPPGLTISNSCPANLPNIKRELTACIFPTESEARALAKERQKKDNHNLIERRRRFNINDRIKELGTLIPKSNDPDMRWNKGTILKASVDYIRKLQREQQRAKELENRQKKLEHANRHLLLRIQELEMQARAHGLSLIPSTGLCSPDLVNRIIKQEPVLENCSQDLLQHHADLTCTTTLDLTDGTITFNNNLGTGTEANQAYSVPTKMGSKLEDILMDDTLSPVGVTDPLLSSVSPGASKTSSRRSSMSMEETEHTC
FBW7 act = activators of human E3 ligase FBW7; AlphaScreen FBW7–phospho-cyclin E peptide binding, activator screen; normalized activity (activation), % at 26.1 µM; AID 1259310; 650,000 compounds, 0.13% hits; in the data active means normalized activity above about 1.9%;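 further: purified mutant Fbw7 with reduced substrate affinity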
GPR151 ag = activators of human GPR151; 650,000 compounds, 1% hits; Q8TDV0; PathHunter beta-arrestin GPR151 cells, luminescence; activation, % at 11.2 µM; in the data active means activation above about 4.9%;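 further: 0% = median of compound wells and 100% = cells with positive control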
Target sequence (Q8TDV0 whole entry, looked up): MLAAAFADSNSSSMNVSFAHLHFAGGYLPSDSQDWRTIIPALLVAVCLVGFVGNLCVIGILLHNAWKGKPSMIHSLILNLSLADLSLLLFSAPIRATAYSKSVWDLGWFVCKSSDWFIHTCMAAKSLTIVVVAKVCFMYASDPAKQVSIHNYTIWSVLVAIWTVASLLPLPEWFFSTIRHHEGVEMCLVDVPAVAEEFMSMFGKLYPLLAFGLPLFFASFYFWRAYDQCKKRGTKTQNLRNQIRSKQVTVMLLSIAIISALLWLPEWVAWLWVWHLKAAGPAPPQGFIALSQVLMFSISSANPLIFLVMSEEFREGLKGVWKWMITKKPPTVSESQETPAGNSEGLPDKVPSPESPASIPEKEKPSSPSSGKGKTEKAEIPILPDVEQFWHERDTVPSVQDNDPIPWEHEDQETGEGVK
Starred values were filed as active, the others as inactive; nt = not tested or not shown.

SMILES	TEAD-YAP inh	MITF inh	FBW7 act	GPR151 ag
CC(=O)N(C)c1ccc(OCC(O)Cn2c3ccccc3c3ccccc32)cc1 (stereo not given)	-12.7	6.0	0.0	0.6
CN(C)c1ccc(/C=C(\NC(=O)c2ccccc2)C(=O)NCc2ccccc2)cc1	3.2	0.8	-0.2	-0.5
COc1ccc(Br)cc1/C=c1/sc2nc3ccccc3n2c1=O	8.2	-9.9	0.0	-1.4
COC(=O)C1=C(C)NC2=C(C(=O)CC(c3ccc(Cl)cc3)C2)C1c1ccccc1OC(C)C (stereo not given)	7.0	14.6	0.3	-0.1
COc1ccc(-n2c(SCCc3ccccc3)nc3sc4c(c3c2=O)CCC(C(C)(C)C)C4)cc1 (stereo not given)	8.2	11.7	0.9	-0.1
CN1C(=O)c2cccc3c(Cl)ccc(c23)C1=O	5.6	11.0	-0.1	-0.4
O=C(NC1CC1)c1cccc(Nc2ccc(N3CCOCC3)cc2)n1	4.6	1.9	0.0	-2.0
CCC(C)OC(=O)C1=C(C)NC(=O)NC1c1ccc(OC)c(Br)c1 (stereo not given)	-2.8	-0.3	-0.1	0.7
COc1cc(/C=N\NC(=O)c2ccc([N+](=O)[O-])cc2)cc([N+](=O)[O-])c1O	3.0	-2.9	0.1	0.3
COc1ccc(N2CCN(C(c3nnnn3C(C)C)C(C)C)CC2)cc1 (stereo not given)	5.9	13.2	0.1	-1.1
COc1ccc(C)cc1NC(=O)C1(S(=O)(=O)c2ccc(C)cc2)CC1	0.2	12.6	-0.1	0.4
O=C(c1ccccc1)c1ccc(N2CCCC2)cc1	-74.7	-21.9	0.7	0.0
Cc1ccc2nc(N3CCN(c4ccc([N+](=O)[O-])cc4)CC3)c3nncn3c2c1	2.9	1.0	0.0	-0.2
COCC1CCCN(CC(=O)Nc2ccccc2)C1 (stereo not given)	-4.9	15.3	-0.2	-1.7
O=C(Nc1ccccc1C(=O)N1CCCCC1)c1cccc(F)c1	-3.0	-1.9	-0.1	-0.3
CCN(CC)C(=O)COc1ccc2c(C)c(Cc3ccccc3)c(=O)oc2c1C	3.9	9.0	-0.1	0.5
CC(C)(C)C(=O)N1CCC(C(=O)NC(c2ccccc2)c2ccco2)CC1 (stereo not given)	8.5	8.2	0.1	1.0
CN1CCN(CCCOc2ccccc2C#N)CC1	-3.4	-9.7	0.1	0.9
CCCCC1=NN2C(=N)/C(=C/c3ccc(OCCOc4ccc(OC)cc4)c(OC)c3)C(=O)N=C2S1	5.5	-9.4	-0.2	-1.1
O=C(Nc1cccc(C(F)(F)F)c1)c1nn2cccnc2c1Cl	-29.3	2.8	-0.1	1.8
CCOc1ccc(C2C(C(=O)OCCOC)=C(C)N=C3SCCC(=O)N32)cc1OCC (stereo not given)	-2.9	7.6	0.0	1.0
CCCOC(=O)c1c(NC(=O)CCC(=O)O)sc2c1CCCC2	-11.7	1.2	0.0	-0.9
CCOC(=O)C1CCCN(C(=O)c2ccc(C(C)(C)C)cc2)C1 (stereo not given)	2.5	7.0	0.1	-2.8
CCOC(=O)C1CCCN(Cn2c(=S)oc3ccc(S(=O)(=O)CC)cc32)C1 (stereo not given)	-0.7	10.0	0.1	0.4
COC(=O)c1ccccc1NC(=O)c1cc2nc(C3CC3)cc(C(F)(F)F)n2n1	-2.8	16.9	0.1	-0.1
SMILES	TEAD-YAP inh	MITF inh	FBW7 act	GPR151 ag
Cc1cc(C)cc(N2C(=O)CN(S(C)(=O)=O)CC2(C)C(=O)NC2CCCC2)c1 (stereo not given)	-6.1	7.5	0.4	3.2
O=c1c2c3c(sc2ncn1CCO)CC(NCCc1ccccc1)CC3 (stereo not given)	3.5	-6.5	0.1	1.9
COCCSc1nnc(CCNC(=O)c2csc(C)n2)n1C	-12.9	-21.4	0.1	1.0
Cc1nc2sc(C(c3cccc(Br)c3)N3CCCCC3)c(O)n2n1 (stereo not given)	2.5	7.5	0.1	0.9
COC(=O)c1c(C)oc2ccc(OS(C)(=O)=O)cc12	0.3	-5.0	-0.1	-1.3
CC(C)(C)c1ccc(OCC(=O)N/N=C/c2ccc([N+](=O)[O-])o2)cc1	-4.1	-3.1	0.2	0.5
O=C(CN(CCc1ccccc1)S(=O)(=O)c1ccccc1)NCc1cccnc1	9.8	3.2	-0.2	-1.8
CC(C(=O)Nc1ccc(F)c(Cl)c1)N(c1ccccc1)S(C)(=O)=O (stereo not given)	6.9	3.7	0.6	-1.3
O=C(OCc1ccc([N+](=O)[O-])cc1)C1CC(=O)N(c2ccc(F)cc2)C1 (stereo not given)	3.3	12.6	0.0	-0.6
C/C(=N\NC(=O)CNC(=O)c1cccc(F)c1)c1ccc(Br)cc1	2.5	-8.9	-0.1	-0.2
CC1C=CCC2C(=O)N(c3ccc(Cl)cc3O)C(=O)C12 (stereo not given)	15.9	1.6	-0.1	0.2
Cc1c(Cl)cccc1NC(=O)c1sc2ncn(Cc3ccccc3F)c(=O)c2c1C	10.9	-4.4	0.0	-0.7
CC(=O)NC(c1ccc(C(C)C)cc1)c1cc([N+](=O)[O-])c2cccnc2c1O (stereo not given)	7.4	7.0	-0.5	0.2
CC(C)(C)C1CCc2c(sc3c2C(=O)NC(c2ccccc2)N3)C1 (stereo not given)	7.6	3.5	-0.2	-0.9
C=CCc1c(C)nc(-c2ccccc2)nc1Nc1ccc(C)cc1	2.1	3.2	0.0	0.5
COc1ccccc1N1CCN(C(=O)CN(c2ccccc2C)S(C)(=O)=O)CC1	-1.1	-8.8	0.0	0.1
Cc1ccccc1NC(=S)NCc1ccco1	-0.9	-1.0	-0.4	2.2
Cc1ccc(C2C3=C(CC(C)(C)CC3=O)Nc3ccc4ccccc4c32)cc1[N+](=O)[O-] (stereo not given)	19.1	0.6	-0.1	1.2
COC(=O)C1(C)NC(c2ccccc2C)C2C(=O)N(C)C(=O)C21 (stereo not given)	-10.6	-0.6	0.0	-1.0
Cc1ccc(N2C(=O)CC(NCCN3CCOCC3)C2=O)cc1 (stereo not given)	-6.7	-5.1	-0.1	14.0*
C/C(=N\Nc1ccccc1C(=O)O)c1ccc(O)cc1O	-66.7	2.5	0.5	-2.9
CCOCCOC(=O)C1=C(C)NC2=C(C(=O)CC(c3cccs3)C2)C1c1ccc2c(c1)OCO2 (stereo not given)	8.7	4.8	0.1	0.0
CCCn1c(=O)c2c(nc3n(-c4ccc(OC)cc4OC)c(C)cn23)n(C)c1=O	-0.6	-11.0	0.1	-0.8
COCCNC(=O)C1C2C(=O)N(Cc3ccccc3)CC23C=CC1(C)O3 (stereo not given)	9.2	10.9	0.9	-0.1
CCOC(=O)CC(CC(C)=O)C(=O)OCC (stereo not given)	nt	13.2	0.1	-2.2

Among those listed so far, three contain two or more sulfur atoms:
SMILES	TEAD-YAP inh	MITF inh	FBW7 act	GPR151 ag
COc1ccc(-n2c(SCCc3ccccc3)nc3sc4c(c3c2=O)CCC(C(C)(C)C)C4)cc1 (stereo not given)	8.2	11.7	0.9	-0.1
CCOC(=O)C1CCCN(Cn2c(=S)oc3ccc(S(=O)(=O)CC)cc32)C1 (stereo not given)	-0.7	10.0	0.1	0.4
COCCSc1nnc(CCNC(=O)c2csc(C)n2)n1C	-12.9	-21.4	0.1	1.0

(further entries)
SMILES	TEAD-YAP inh	MITF inh	FBW7 act	GPR151 ag
COc1ccc(CCN2C(=O)CSC2c2ccc([N+](=O)[O-])cc2)cc1OC (stereo not given)	15.9	3.7	-0.4	-1.9
CCCCNC(=O)c1n[nH]nc1-c1ccccc1O	1.3	9.7	0.0	1.5
N#Cc1ccccc1NC(=O)CSc1nncs1	-1.4	5.0	-0.1	-0.1
COc1nn(C)cc1C(=O)N1CCC(C(=O)NCc2cccs2)CC1	0.0	-6.8	0.1	1.7
CCOc1cc(-c2nc3c(c(-c4ccc(Cl)cc4)nn3-c3ccccc3)c3cc(OC)c(OC)cc23)ccc1O	0.8	14.3	0.1	0.3
CCOc1cc(C=O)cc(I)c1OS(=O)(=O)c1ccccc1	-6.3	-5.4	0.0	-1.1
COc1ccc(CCNC(=O)CSCC(=O)Nc2ccccc2)cc1OC	0.2	1.1	0.4	-0.6
CC(C)CC(=O)N1CCC2(CCC(CNC(=O)c3ccc4[nH]ccc4c3)O2)CC1 (stereo not given)	-8.1	-18.9	0.1	-0.2
COCCNc1ccc2ncc(-c3cccc(C(N)=O)c3)n2n1	-2.5	-3.9	0.0	-1.3
C/C(=N\NC(=O)CN1CCN(Cc2ccccc2)CC1)c1ccccc1O	4.6	1.1	-0.2	-0.9
CCOc1cc(/C=N/n2cnnc2)ccc1OC(C)=O	-1.1	-5.2	0.3	2.5
CC(C)CCn1c(=O)c2sccc2n2c(CCCC(=O)Nc3ccccc3)nnc12	-7.1	-4.5	-0.2	-0.3
COCCCNc1oc(-c2ccc(C)cc2)nc1S(=O)(=O)c1ccc(F)cc1	1.8	18.8	0.1	-0.6
COc1cc(NC(=O)CN2C(=O)C(=O)N(C3CCCC3)C2=O)cc(OC)c1	-4.8	-10.3	0.3	-0.9
c1coc(CNCCOc2ccc3ccccc3c2)c1	-10.2	87.4*	-0.1	-1.0
COc1ccccc1C1C(C#N)=C(N)Oc2[nH]c(=O)[nH]c(=O)c21 (stereo not given)	8.0	14.1	-0.4	-0.4
COC(=O)C(C)NC(=O)C12CC3CC(C1)CC(c1ccc(C)cc1)(C3)C2 (stereo not given)	8.6	7.1	0.0	3.5
COc1cccc2cc(CC(=O)c3ccc(C)c(C)c3)c(=O)oc12	-7.5	-0.1	0.1	0.3
CCC(=O)N1C2=C(CCCC2)C(=O)NC12CCCCC2	1.1	8.2	0.0	0.8
O=C(COC(=O)c1ccc2c(c1)C(=O)N(c1ccccc1Cl)C2=O)c1ccccc1	5.9	48.8	0.0	0.8
COc1cc2cc(C=O)c(Cl)nc2cc1OC	6.6	-1.8	-0.1	1.1
COc1ccc(C(=O)N/C(=C/c2ccccc2)C(=O)NC(C)C(=O)O)cc1 (stereo not given)	3.0	11.2	0.0	8.7*
Cn1c(-c2ccc3c(c2)OCO3)cnc1NCc1cc(Cl)ccc1O	-15.2	29.5	-0.5	0.3
O=C(C1CCN(C2CCN(Cc3cccn3-c3ccccn3)CC2)CC1)N1CCCC1	-3.7	11.7	0.1	-1.2
CCN1CCC(N(Cc2cccc(OC)c2)C(=O)Nc2ccc(Cl)cc2)CC1	-5.6	-10.1	0.6	-0.2

In the list so far, these contain bromine.
SMILES	TEAD-YAP inh	MITF inh	FBW7 act	GPR151 ag
COc1ccc(Br)cc1/C=c1/sc2nc3ccccc3n2c1=O	8.2	-9.9	0.0	-1.4
CCC(C)OC(=O)C1=C(C)NC(=O)NC1c1ccc(OC)c(Br)c1 (stereo not given)	-2.8	-0.3	-0.1	0.7
Cc1nc2sc(C(c3cccc(Br)c3)N3CCCCC3)c(O)n2n1 (stereo not given)	2.5	7.5	0.1	0.9
C/C(=N\NC(=O)CNC(=O)c1cccc(F)c1)c1ccc(Br)cc1	2.5	-8.9	-0.1	-0.2

Carrying on:
SMILES	TEAD-YAP inh	MITF inh	FBW7 act	GPR151 ag
O=C1NN(c2ccccc2)C(=O)/C1=C/c1cc2c(cc1Cl)OCO2	13.6	3.6	-0.1	3.3
COc1ccc(CCNC(=O)c2cccnc2SCc2ccccc2F)cc1OC	-6.2	-3.2	0.0	0.3
Cc1ccc(N2CC(C(=O)OCc3ccccc3F)CC2=O)cc1Cl (stereo not given)	9.8	-1.4	0.0	1.8
O=C(O)C12C[C@H]3C[C@@H](C1)CC(n1ncc(Nc4cccc(Cl)c4)c(Cl)c1=O)(C3)C2	11.3	15.3	-0.2	0.5
CC(=O)c1ccc(NC(=O)Cn2c(=O)c3cccn3c3ccccc32)cc1	9.7	0.8	0.1	0.0
Cc1ccccc1NC(=O)COc1ccccc1C	-14.2	4.3	-0.1	-0.4
Cc1cc(Oc2ccccc2)nc(N)n1	6.6	4.8	-0.2	-1.3
CCOC(=O)Cn1c(=O)c2c(nc3n(-c4cc(Cl)ccc4C)c(C)c(C)n23)n(C)c1=O	-4.3	0.7	-0.1	-1.2
COc1cccc(CNC(=O)c2cnn3c(C(F)(F)F)cc(-c4cccs4)nc23)c1	1.8	4.0	0.0	-0.5
Cc1ccc(CSCCNC(=O)CN(c2ccc(C)c(C)c2)S(C)(=O)=O)cc1	16.7	3.2	0.2	0.3
C=CCNC(=O)/C(=C\c1ccc([N+](=O)[O-])cc1)NC(=O)c1ccco1	6.5	12.2	-0.1	-0.2
O=C(NCc1ccccc1Cl)c1ccc(CNc2nc(=S)[nH]c3ccccc23)cc1	-0.8	2.7	0.0	0.7
CCSc1nc2sccn2c(=O)c1C(=O)NCc1ccccc1Oc1ccccc1	-6.3	8.0	0.5	-0.2
Cc1cccc(N2C(=O)CC(Sc3nc4ccccc4s3)C2=O)c1 (stereo not given)	-10.9	-0.7	-0.1	-0.4
COc1ccc(NC(=O)c2ccccc2NC(=O)c2ccc([N+](=O)[O-])c(C)c2)cc1	-13.9	-0.9	0.7	-1.1
CN1CCN(C(c2cccc(C(F)(F)F)c2)c2nnnn2C(C)(C)C)CC1 (stereo not given)	-2.5	-10.3	-0.2	1.5
